Bioassay records (PubChem BioAssay)
BRCA1 expr act: increases BRCA1 expression. MCF7-BRCA1-FFLuc reporter, luminescence, 48 h; response scale: scaled: vehicle 0%, 10 µM genistein 100%. Potency, µM (series often up to 46.1 µM), for the others: top-dose activation, most hits filed as activators. actives 1.1% (n = 380,000); also: potency is read from the fitted curve at half-maximal effect; nearly all actives have a fitted effect of over 80% in size; some results filed as inactive show a strong effect at the top dose
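Luminescence from a BRCA1-driven firefly luciferase in MCF7 cells was the read-out, taken 15 min after substrate addition following 48 h compound exposure at 37 °C. Data were normalized to a 10 microM genistein control and DMSO vehicle.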
FLuc counter: inhibits or activates purified firefly luciferase, miR-21 counter-screen; purified FLuc, Km substrates, luminescence inhibition; P08659; Potency, µM (highest dose often 57.5 µM), for inactives: top-dose activity change, negative = inhibition, hits mostly inhibitors; AID 588342; actives 6.9% (n = 360,000);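 also: potency is read from the fitted curve at half-maximal effect; plate controls were vehicle for no effect and reference inhibitor for full effect; nearly all actives have a fitted effect of over 55% in size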
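Purified P. pyralis luciferase, 10 nM final, with Km-level 10 uM D-luciferin and 10 uM ATP in 50 mM Tris acetate pH 7.5, 10 mM Mg acetate, 0.01% Tween-20, 0.05% BSA; 6-point qHTS titration about 60 µM downward; luminescence read.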
Gal4-VP16 FLuc: inhibits Gal4-VP16 luciferase reporter, ROR gamma counter-screen | actives 3.5% (n = 310,000) | Drosophila S2 Gal4-VP16 UAS-luciferase, luminescence, 20 h | Potency, µM (series often up to 53.6 µM), for the others: at the highest dose activity, negative = inhibition, hits mostly inhibitors;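 also: Gal4-VP16 expression switched on by copper sulfate through the metallothionein promoter; potency is read from the fitted curve at half-maximal effect; % is scaled to controls: 0 for no effect and ±100 for the full control effect; nearly all actives have a fitted effect of over 50% in size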
Rab9 promoter act: activators of Rab9 promoter | Huh7 Rab9 promoter-luciferase reporter, luminescence, 24 h | Potency, µM (doses to about 9.22 µM), for inactives: at the highest dose activation, negative = inhibition, usual class: activators | actives 2.8% (n = 320,000) | AID 485297; also: potency is read from the fitted curve at half-maximal effect; % of control where 0% means no effect; nearly all actives have a fitted effect of over 60% in size
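Huh7 reporter line, Rab9 promoter upstream of luciferase. Compound exposure 24 h at 37 °C in reduced-serum medium with 10% FBS. Read-out: luminescence.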
Giardia killer: Giardia lamblia killing | AID 540267 | actives 0.15% (n = 340,000) | activity change, % at 7.66 µM, hits read low | Giardia lamblia trophozoite viability; in the data active = activity change below about -80%; inconclusive = between about -30% and that limit;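 also: parasites exposed to compound for two days anaerobically before the ATP read; % is scaled to controls: 0 for no effect and ±100 for the full control effect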
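Compounds were tested on trophozoites seeded at 100 cells/well and held 48 hrs at 37 deg C anaerobically. An ATP-based luminescent kit measured the remaining live cells.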
RORgamma inh: inhibitors of mouse ROR gamma transcriptional activity. P51450. Drosophila S2 Gal4-RORgamma UAS-luciferase reporter, 20 h. Potency, µM (top dose mostly 53.6 µM), for inactives: at the highest dose activity change, negative = inhibition, most hits filed as inhibitors. actives 5.4% (n = 310,000). AID 2551; also: potency is read from the fitted curve at half-maximal effect; % is scaled to controls: 0 for no effect and ±100 for the full control effect; nearly all actives have a fitted effect of over 60% in size
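Drosophila S2 cells stably expressing Gal4-DBD/mouse RORγ fusion under metallothionein promoter plus UAS-luciferase; compound 1 h, then 700 uM CuSO4 induction for 20 h at ambient temperature; inhibition read as reduced luminescence.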
PKM2 activator: PKM2 (human) enzyme activation; P14618; purified PKM2, Kinase-Glo ATP luminescence, activation; response scale: 0% is enzyme alone, no compound; Potency, µM (doses to about 57.5 µM), without a hit: top-dose activation, actives largely listed as activators; actives 0.34% (n = 260,000); also: potency is read from the fitted curve at half-maximal effect; % is scaled to controls: 0 for no effect and ±100 for the full control effect; nearly all actives have a fitted effect of over 55% in size
Target sequence (P14618 whole entry, looked up): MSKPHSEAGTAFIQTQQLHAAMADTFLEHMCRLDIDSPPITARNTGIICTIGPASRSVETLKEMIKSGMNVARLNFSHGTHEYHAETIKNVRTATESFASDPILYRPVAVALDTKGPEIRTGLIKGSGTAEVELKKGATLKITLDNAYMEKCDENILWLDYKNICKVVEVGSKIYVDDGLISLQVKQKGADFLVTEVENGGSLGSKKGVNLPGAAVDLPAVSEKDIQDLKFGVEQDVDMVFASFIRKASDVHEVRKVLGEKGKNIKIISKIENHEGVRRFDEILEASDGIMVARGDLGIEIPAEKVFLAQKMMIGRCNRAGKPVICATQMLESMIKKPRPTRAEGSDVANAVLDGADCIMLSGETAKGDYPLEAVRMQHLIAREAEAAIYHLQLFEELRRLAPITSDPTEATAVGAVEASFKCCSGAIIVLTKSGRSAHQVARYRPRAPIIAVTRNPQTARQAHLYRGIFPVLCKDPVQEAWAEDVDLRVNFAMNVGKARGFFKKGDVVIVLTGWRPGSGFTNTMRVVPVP
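hPK-M2, >95% pure; 0.1 mM ADP / 0.5 mM PEP final; imidazole pH7.2 buffer w/ 7 mM MgCl2, 50 mM KCl; 1 h RT; Kinase-Glo lum. Intermediate enzyme activity for dual inhibitor/activator qHTS.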
NPC1 prom act: activators of NPC1 promoter. Huh7 NPC1 promoter luciferase reporter, 24 h. Potency, µM (series often up to 9.22 µM), inactives show at the highest dose activation, hits mostly activators. actives 2.4% (n = 320,000). AID 485313;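 also: potency is read from the fitted curve at half-maximal effect; % of control where 0% means no effect; nearly all actives have a fitted effect of over 60% in size; reporter is driven by a mutant NPC1 promoter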
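Luminescence from an NPC1 promoter-driven luciferase reporter in stably transfected Huh7 cells was measured after 24 h compound treatment at 37 °C, followed by 10 min ambient incubation with luciferase detection reagent.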
p53 reactivator: restores transcriptional activity of mutant p53; H1299 p53-A138V BP100-luciferase reporter, luminescence, 24 h; Potency, µM (highest dose often 92.2 µM), for the others: top-dose activity change, positive = activation, actives largely listed as activators; actives 0.063% (n = 320,000); AID 504706; also: potency is read from the fitted curve at half-maximal effect; % of control where 0% means no effect; nearly all actives have a fitted effect of over 45% in size
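H1299 (p53-null), stable ts p53-A138V + BP100-Luc; 1000 cells/well, Opti-MEM/10% FBS; cpd 4 pt, 1:5; 24 h, 37 deg C, 5% CO2; detection reagent 10 min RT; luminescence.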
Menin-MLL TR inh: inhibitors of human menin-MLL interaction, mutant MLL peptide. O00255. Menin + Texas Red MLL mutant peptide, fluorescence polarization. Potency, µM (titrated, usually from 61.6 µM), for inactives: top-dose FP activity change, negative = inhibition, actives largely listed as inhibitors. actives 0.23% (n = 270,000). AID 1768; active = well fitted inhibition curve with a large enough effect in the polarisation, with a control signal flat, not every such curve was filed as active; inconclusive = small, poorly fitted or top-dose-only effect, or effect the other way, or a change in a side signal; inactive = no such curve, though single readings can be large or run the other way; the % refers to the polarisation; also: potency is read from the fitted curve at half-maximal effect; % of control where 0% means no effect; many of its hits are not listed in these tables
Target sequence (O00255 whole entry, looked up): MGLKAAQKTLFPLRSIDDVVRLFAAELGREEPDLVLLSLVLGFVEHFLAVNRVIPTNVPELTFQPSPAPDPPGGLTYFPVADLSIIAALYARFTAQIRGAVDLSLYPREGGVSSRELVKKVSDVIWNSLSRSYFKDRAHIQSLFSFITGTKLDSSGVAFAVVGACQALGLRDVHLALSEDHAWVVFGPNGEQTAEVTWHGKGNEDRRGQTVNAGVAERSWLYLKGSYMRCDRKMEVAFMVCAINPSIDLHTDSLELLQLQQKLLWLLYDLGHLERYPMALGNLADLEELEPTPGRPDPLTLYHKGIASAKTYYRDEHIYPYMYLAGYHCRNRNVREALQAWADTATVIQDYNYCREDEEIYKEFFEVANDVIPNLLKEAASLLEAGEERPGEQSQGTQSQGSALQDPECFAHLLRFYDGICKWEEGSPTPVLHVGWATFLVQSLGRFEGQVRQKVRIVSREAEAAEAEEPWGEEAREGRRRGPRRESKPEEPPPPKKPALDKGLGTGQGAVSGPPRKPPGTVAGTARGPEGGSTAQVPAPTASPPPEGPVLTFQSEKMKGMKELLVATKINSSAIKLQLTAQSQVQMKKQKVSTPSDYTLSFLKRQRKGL
ELG1 genotoxic: genotoxicity induction in ELG1-luciferase HEK293T cells; actives 1.3% (n = 330,000); Potency, µM (series often up to 46 µM), without a hit: at the top dose activity change, positive = activation, actives largely listed as activators; AID 504466; HEK293T ELG1-luciferase reporter, luminescence, 16 h; also: potency is read from the fitted curve at half-maximal effect; % of control where 0% means no effect; nearly all actives have a fitted effect of over 60% in size
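DMSO vehicle served as control against compound-treated ELG1-luciferase HEK293T cells; exposure lasted 16 hr at 37 °C and 5% CO2, followed by ONE-Glo luminescence detection after 30 min.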
Numbers without * were called inactive; ? = inconclusive; / = no result given; & = joins results of further samples; [ ] = remark or other dose. Unless noted, calls follow the shape of the dose curve; as a rule, active = well fitted curve in the direction sought with a large enough effect; inconclusive = small, poorly fitted or top-dose-only effect, or another doubt; inactive = no such curve, though single readings can be large; an effect the other way counts as inactive or inconclusive.

SMILES | BRCA1 expr act | FLuc counter | Gal4-VP16 FLuc | Rab9 promoter act | Giardia killer | RORgamma inh | PKM2 activator | NPC1 prom act | p53 reactivator | Menin-MLL TR inh | ELG1 genotoxic
O=C(Nc1ccc(Cc2ccncc2)cc1)c1ccc(N2CCOCC2)c([N+](=O)[O-])c1 | -17% | -11% | -1% | -10% | -6 | 44% | 13% | -2% | -6% | 7% | -16%
O=c1[nH]ncn1-c1cccc(C(F)(F)F)c1 | -1% | -1% | -25% | -5% | 2 | 1% | -1% | -2% | 5% | -25% | 0%
COc1cccc2c(=O)n(CC(=O)Nc3ccccc3)ccc12 | 65% | -2% | 5% | 3% | -17 | -4% | 6% | -1% | 8% | -2% | 1%
CCCN1C(=O)c2ccc(C(=O)Nc3cc(C)ccc3O)cc2C1=O | 13% | 3.4µM* | -28% | ? | -6 | -44% | -2% | 2.2µM* | / | -14% | ?
Cc1c(NC(=O)COC(=O)C2(c3ccc(F)cc3)CCCC2)c(=O)n(-c2ccccc2)n1C | 0% | 4% | 2% | -7% | 19 | 6% | 2% | -2% | 6% | -3% | -8%
CCN(CC(=O)Nc1cc(Cl)ccc1C)C(=O)CN1C(=O)NC2(CCCC2)C1=O | -9% | -2% | / | 3% | 11 | / | / | -4% | 2% | / | 3%
Cc1ccc(S(=O)(=O)NCC(=O)OC(C)C(=O)c2ccccc2)cc1 (centres undefined) | -1% | 2% | / | -5% | -17 | / | / | 1% | 1% | / | 0%
Cc1cc(OCCCC(=O)NC2=NCCS2)ccc1Cl | 2% | -14% | ? | 1% | 2 | -28% | -3% | 4% | 0% | 9% | 3%
O=C(O)c1cc(-c2ccc3c(c2)OCO3)nc2ccccc12 | 25% | 8.5µM* | -12% | -7% | -24 | -5% | -6% | 9% | 9% | 0% | 4%
CCc1cc2c(=O)n(CC)c(SC(C)C(=O)Nc3c(C)n(C)n(-c4ccccc4)c3=O)nc2s1 (centres undefined) | -25% | -2% | 29% | -3% | 4 | 7% | -5% | -4% | 1% | -12% | 6%
Cc1c(C(=O)Nc2cccc3cccnc23)oc2ccccc12 | -1% | -18% | -4% | ? | -2 | -2% | 4% | 26% | 2% | 28% | 18%
Cc1c(CCC(=O)O)c(=O)oc2cc3oc4c(c3cc12)CCCC4 | -48% | 6µM* | ? | 5% | -17 | ? | 1% | 2% | -9% | / | 10%
COc1ccccc1C(=O)Nc1nnc(S(=O)(=O)N2CCN(c3ccc(F)cc3)CC2)s1 | -15% | -19%&-3% | 11% | 0% | 14 | 2% | / | -7% | / | / | /
CCn1c(Cc2c(C)[nH]c3ccccc23)nnc1SCC(=O)NCc1ccccc1 | 3% | 3% | 1% | -7% | 5 | -15% | 0% | 1% | -4% | -14% | -2%
C[C@H](C(=O)CC(=O)OC(C)(C)C)[C@H](O)c1ccc(C(F)(F)F)cc1 | 6% | 0% | 0% | -5% | ? | ? | 10% | -3% | / | -11% | 0%
CCOC(=O)C1=C(C)N(C)C(C)=C(C(=O)OCC)C1c1ccccn1 | 0% | 13% | 10%[0.365 µM] | -5% | -1 | 37% | 3% | -4% | -7% | 5% | -1%
CCN(CC)CCNC(=O)c1cc2c(-c3cccc(OC)c3)nn(C)c2s1 | -23% | 3%&-6% | -13% | -10% | 0 | 7% | / | 1% | -5% | ? | 5%
Fc1ccc(CN2CCC(Cc3ccccc3)CC2)cc1F | 16% | 0% | 1% | -1% | -8 | -16% | 2% | -5% | / | -16% | -1%
CNc1snc(C)c1C(=O)OCC(=O)c1cc(F)ccc1OC | -30% | 3% | / | -5% | 2 | / | / | -1% | -3% | / | -3%
O=C(CCCCCn1c(=S)[nH]c2cc3c(cc2c1=O)OCO3)N1CCN(C(=O)c2ccco2)CC1 | -21% | -7% | 9% | -7% | -11 | -12% | 14% | -2% | -6% | 9% | -5%
CN(Cc1ccccc1F)C(=O)c1ccc(Oc2ccccc2)cc1 | 52% | ? | 2% | -1%[1.84 µM] | 9 | 36% | / | 1% | 11% | ? | -3%
CC1CN(S(=O)(=O)c2ccc(C(=O)Nc3nnc(-c4ccccn4)o3)cc2)CC(C)O1 (centres undefined) | 2% | -13% | ? | 6% | 3 | ? | -6% | 1% | 1% | -2% | 0%
O=C(NC1CCCC1)C1CCN(C(=O)c2ccccc2Cl)CC1 | -28% | 0% | 3% | -1% | 8 | -17% | 2% | -5% | ? | -10% | -2%
CC1CC(C)CN(S(=O)(=O)c2cc3c(cc2Cl)NC(=O)CO3)C1 (centres undefined) | -9% | 0% | -1% | 7% | -6 | -7% | -8% | -2% | 7% | 11% | -6%
Cc1ccccc1C(=O)c1c[nH]c(C(=O)N=CN(C)C)c1 | -7% | 3% | -6%[10 µM] | -7% | 0 | 17% | 2% | -5% | -1% | -6% | 2%
CCCc1nnc(NC(=O)c2nc(S(=O)(=O)Cc3cccc(C)c3)ncc2Cl)s1 | -22% | 0% | ? | -27% | 22 | ? | / | -35%[inhibitor] | -29% | / | -20%
CC(C)Oc1ccc(C(=O)OCC(=O)NCCNC(=O)COC(=O)c2ccc(OC(C)C)cc2)cc1 | 13% | -1% | 4% | 2% | -17 | 25% | -4% | 3% | -5% | / | -10%
COc1ccc(C(=O)NCCn2cc(SCC(=O)NCC3CCCO3)c3ccccc32)cc1 (centres undefined) | 78% | -12% | -1% | -1% | -3 | 15% | -1% | 1% | -4% | 1% | -4%
O=C(NCC1COc2ccccc2O1)C1CCN(S(=O)(=O)c2cccc3nsnc23)CC1 (centres undefined) | -17% | 0% | -3% | -1% | 4 | 35% | -4% | -1% | -1% | / | -5%
CCN(CC)S(=O)(=O)c1ccc2c(c1)c(=O)c(C(=O)NCCN(C)CCc1ccccc1)cn2C | -19% | 0% | 5% | -9% | -11 | 25% | -2% | 1% | 0% | -27% | 8%
CC(C)CNC(=O)C(=O)N/N=C/c1cccs1 | 67% | ? | 2% | ? | -11 | -45% | 0% | ? | 13% | 20% | ?
Cc1cc(C)n(CC(C)NC(=O)c2cc(COc3ccc(F)c(F)c3)on2)n1 (centres undefined) | 92% | ? | -30% | 26% | -19 | ? | 1% | ? | / | 4% | 14%
CC(C)C(NCc1c(Cl)cccc1Cl)C(=O)O (centres undefined) | 5% | -1% | -4% | 5% | -9 | -27% | 3% | -1% | -1% | 0% | 1%
O=C(Cn1c(S(=O)(=O)Cc2ccccc2)nc2ccccc21)N1CCCCC1 | -23% | 4% | 13% | -5% | 6 | -3% | 4% | -2% | 13% | -13% | 2%
CCCSc1nnc2n(-c3ccccc3OC)c(=O)c3c4c(sc3n12)CCC4 | -15% | 3% | 10% | -6% | -14 | ? | 12% | -1% | 0% | -5% | 3%
COc1ccc(NS(=O)(=O)c2cc(C(=O)N3CCN(C/C=C/c4ccccc4)CC3)ccc2C)cc1 | -79% | 4% | / | -10% | -1 | / | / | -7% | -13% | / | -8%
CO/N=C/C(C#N)=C/c1ccc(OC)cc1 | ? | ? | 0% | ? | -1 | 17% | 0% | 21% | ? | -10% | ?
Cc1ccc(OCC(=O)N2CCCc3ccccc32)cc1 | ? | ? | 18% | 13% | 25 | -6% | -3% | 10% | 28% | -1% | 2%
Cc1ccc2cc(CCNC(=O)C(=O)c3c[nH]c4ccccc34)c(=O)[nH]c2c1 | -5% | -2% | -2% | -3% | -2 | -3% | 4% | -1% | -1% | ? | -7%
Cc1noc(C(=O)N2CCN(c3ccccc3)CC2)c1Cl | -17% | -2% | -6% | 1% | 15 | 0% | -5% | 1% | 10% | 10% | -6%
Cc1ccc(C)c(OCCOCCN2CC(C)OC(C)C2)c1C (centres undefined) | -1% | 6% | 0% | -2% | -14 | 0% | 7% | 9% | -3% | -5% | -7%
COc1ccccc1CCNC(=O)C(=O)NCC1OCCCN1S(=O)(=O)c1ccc(F)cc1C (centres undefined) | -32% | 4% | -1% | -4% | -14 | -4% | -4% | -4% | -12% | / | -12%
C/C(CCC(C)C)=N\NC(=S)Nc1cc(S(=O)(=O)N2CCOCC2)ccc1N1CCOCC1 | -7% | 4% | ? | -1% | 27 | 11µM* | 1% | -3% | 9% | 15% | 0%
O=C(NCCCO)c1ccc2nc(-c3ccco3)c(-c3ccco3)nc2c1 | -5%&-3% | 19µM* | -5% | 2% | 3&2 | -17% | 2% | 0% | 9% | ? | -6%
S=c1[nH]nc(-c2ccccn2)n1/N=C/c1ccc(Cl)cc1 | -1% | -1% | -19% | -4% | 7 | 13µM* | 4% | -6% | -2% | / | -2%
Cc1sc(=NC(=O)c2ccco2)n(C)c1-c1ccc(Cl)cc1 | 6.3µM* | 5.4µM* | -1% | 2.8µM* | -8 | ? | 3% | 2.5µM* | ? | -16% | 11%

Only part of the results is shown. The share of hits here may be higher or lower than overall.
